Assay outcomes deposited in PubChem BioAssay by several laboratories.
P. falciparum M17LAP = P. falciparum M17LAP inhibitors, primary screen, biochemical, fluorogenic H-Leu-NHMec substrate, 1536-well (AID 1619) | recombinant M17LAP, H-Leu-NHMec fluorogenic kinetic assay; higher % means a stronger effect | one-dose inhibition, % at 30 µM; IC50 in µM for titrated hits | hit rate 0.38% among 220,000;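 active = compound inhibiting the enzyme by more than half at any dose during confirmatory dose-response retesting; inconclusive = strong single-dose inhibitors picked by rank but not retested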;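 also: plate controls were full reaction with DMSO carrier for no effect and no enzyme background for full effect; strong numbers were not always called active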
M1AAP inhibition = P. falciparum M1AAP inhibitors, biochemical, fluorogenic H-Leu-NHMec substrate, 1536-well (AID 1445) | recombinant M1AAP, H-Leu-NHMec fluorogenic kinetic assay; higher % means a stronger effect | inhibition, % at 30 µM, or IC50 in µM where a hit was titrated | hit rate 0.42% among 220,000;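 active = primary inhibition above the hit cutoff, then over 50% inhibition at one or more dose response concentrations, cut at about 23% in these data, passing the limit was not always enough; inconclusive = conflicting primary data, or primary hits not chosen for dose response; inactive = low primary inhibition, or under 50% at every dose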;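 also: plate controls were DMSO full reaction for no effect and no enzyme background for full effect; strong numbers were not always called active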
Yfh1-depleted yeast = mitochondrial function rescue without frataxin homolog – Friedreich's ataxia, plus single-dose screen, dose response (AID 1465). one-dose fold induction at 50 µM; EC50 in µM for titrated hits. S. cerevisiae Yfh1-off respiration, WST-1 reduction, 72 h; higher fold induction means a stronger effect. hit rate 0.074% among 220,000;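 active = fold induction of absorbance versus untreated yeast above a set limit, then at least 30% activation at any dose in follow-up; inconclusive = repeats straddling the limit, or above it without dose testing; inactive = fold induction below the set limit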;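 also: activators that raise dye reduction in frataxin-depleted yeast; strong numbers were not always called active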
XIAP displacement = small molecules displacing peptide from XIAP – biochemical, IAP family, fluorescence polarization (AID 1018); XIAP BIR domain, fluorescence polarization peptide displacement; higher % means a stronger effect; displacement, % at 20 µM; hits with a dose series show IC50 in µM; hit rate 0.007% among 200,000; in the data active = displacement above about 50%; also: a part of the inactive calls stands beside numbers as strong as those of hits
West Nile antiviral = inhibition of WNV-induced cytopathic effect – cell-based, CPE readout (AID 1621) | West Nile virus-infected cells, CPE inhibition; higher % means a stronger effect | one-dose CPE inhibition, % at 10 µM; IC50 in µM for titrated hits | hit rate 0.02% among 290,000; in the data active = a potency from the dose series; inconclusive = CPE inhibition mostly from about 3.7% at the one dose, without a potency; inactive = the rest, 99 in 100 with CPE inhibition below about 2.2%; also: strong numbers were not always called active
CSM14.1 death rescue = rescue of cells from ER stress-induced death, primary screen, 384-well, CSM14.1, thapsigargin, ATP luminescence (AID 1222) | CSM14.1 thapsigargin-induced death rescue, ATP luminescence; higher % means a stronger effect | 190,000 tested, under 10 active | one-dose cellular ATP content (survival), % at 20 µM; EC50 in µM for titrated hits;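 active = EC50 below 50 µM in the dose-response confirmation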;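 also: death triggered by thapsigargin at about 15 µM added after 2 h compound pretreatment; cell ATP read after overnight thapsigargin exposure of roughly 18 to 22 hours; normalized against plate controls of thapsigargin alone and 5% DMSO vehicle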
PMI inhibition = MPI inhibition at elevated mannose 6-phosphate – biochemical, fluorescence intensity, high mannose 6-phosphate, primary screen (AID 1220); one-dose inhibition, % at 20 µM; IC50 in µM for titrated hits; hit rate 0.66% among 190,000; recombinant PMI enzyme, coupled fluorescence intensity; higher % means a stronger effect; in the data active = inhibition above about 50%
SIAH1 antagonists = blockers of Siah-1 interaction with plectin peptide – biochemical, fluorescence polarization, rhodamine-plectin, uHTS, primary screen (AID 1817) | hit rate 0.02% among 290,000 | Siah-1 / rhodamine-plectin peptide fluorescence polarization; higher % means a stronger effect | one-dose displacement, % at 20 µM; IC50 in µM for titrated hits;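 active = displacement of at least 50% at 20 µM, with a fluorescence ratio check between 0.3 and a set limit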;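 also: plate controls were Siah plus tracer with DMSO for no effect and tracer alone without Siah for full effect; strong numbers were not always called active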
PhoP inhibition = PhoP-dependent GFP reporter repression – Salmonella Typhimurium, primary screen (AID 1863); inhibition, % at 50 µM, or IC50 in µM where a hit was titrated; hit rate 0.16% among 300,000; S. Typhimurium PhoP-regulated promoter GFP reporter, 4 h; higher % means a stronger effect;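 active = inhibition over 29.93%, a cutoff 3 SD above the screen mean, later confirmed by dose response; inconclusive = inhibition over 29.93% but no dose response follow-up; inactive = inhibition at most 29.93% or unconfirmed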;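 also: 0% = low Mg2+ inducing control and 100% = high Mg2+ repressing control; strong numbers were not always called active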
Starred values were filed as active, the others as inactive; i = inactive; ? = inconclusive; . = not tested or not shown.

| molecule | P. falciparum M17LAP | M1AAP inhibition | Yfh1-depleted yeast | XIAP displacement | West Nile antiviral | CSM14.1 death rescue | PMI inhibition | SIAH1 antagonists | PhoP inhibition |
| --- | --- | --- | --- | --- | --- | --- | --- | --- | --- |
| Clc1ccc(OCc2nnc(-c3ccccc3Br)o2)c(Cl)c1 | -1% | 11% | i | 1.6% | 1.1% | -1.6% | 2% | -1% | 1% |
| Cc1ccc(S(=O)(=O)c2c(C)cc(C)nc2Oc2cccc(C)c2C)cc1 | 4% | -2% | i | -6.5% | 0.1% | 0.0% | 11% | 1% | 11% |
| COc1ccc(-c2ccc(-c3nc4c(c(=O)[nH]c(=O)n4Cc4ccccc4)n3C)o2)c([N+](=O)[O-])c1 | -1% | -2% | i | -4.1% | -1.2% | -1.6% | 43% | -11% | ? |
| O=C(CNC1CCCCC1)NN=C(c1ccccc1)c1ccccc1 | 36% | 2% | i | -7.9% | -1.4% | -1.4% | 5% | -7% | 5% |
| CCOC(=O)c1sc(NC(=O)CSc2nnc(-c3ccco3)o2)c(C(=O)OCC)c1C | 17% | 5% | i | 2.4% | 0.8% | -1.5% | 23% | 3% | 6% |
| c1ccc(Sc2cccc3ccccc23)c(CNC2=NCCN2)c1 | 7% | 9% | i | -5.1% | 2.5% | -4.1% | 14% | -7% | 12% |
| COC(=O)C(CC(C(=O)OC)C(=O)OC)C(=O)OC | 7% | 21% | i | -3.1% | 0.3% | -0.2% | 2% | 0% | -6% |
| CCCc1nnc(NC(=O)c2cc(OC)cc(OC)c2)s1 | -6% | -3% | i | -3.9% | 0.5% | 0.9% | 0% | -2% | 0% |
| COCCCNC(=O)COc1ccc(Cl)c(C)c1 | 5% | -1% | i | -4.6% | 0.1% | -0.4% | -9% | 0% | -1% |
| Cc1nnc(NC(=O)c2ccc(-c3cccc(C(F)(F)F)c3)o2)s1 | 8% | 3% | i | -2.5% | -0.4% | 1.9% | -7% | 9% | 23% |
| O=c1c2ccccc2n(Cc2cccc(F)c2)c(=O)n1C1CCCC1 | 8% | 3% | i | -1.4% | 0.1% | 1.6% | 17% | 0% | -2% |
| Cc1ccc(-c2nnc3c4ccccc4c(C)nn23)cc1S(=O)(=O)N1CCN(CCO)CC1 | 5% | 5% | i | 5.4% | 0.7% | -0.6% | 0% | -1% | 8% |
| O=C(O)/C=C/C(=O)N1CCN(S(=O)(=O)c2cc(C(F)(F)F)ccc2Cl)CC1 | -7% | -3% | i | -5.2% | 0.2% | -1.1% | -28% | -3% | 9% |
| C#CCOCCOCCOCCNc1nc(N2CCN(C(=O)[C@H](CCCCN)n3cc([C@@H](N)CO)nn3)CC2)nc(N2CCN(C(=O)[C@H](Cc3ccc(O)cc3)n3cc([C@@H](N)CC(C)C)nn3)CC2)n1 | 0% | -1% | i | -0.1% | 1.1% | 2.9% | -33% | -8% | 10% |
| Nc1ccc(C23CC4CC(CC(O)(C4)C2)C3)cc1 | -7% | 12% | i | -19% | -0.1% | -2.4% | 12% | -4% | 11% |
| Cc1ccc(C)c(NC(=S)c2ccc3ccccc3n2)c1 | -2% | -1% | i | -1.9% | 0.0% | -5.7% | 0% | 0% | -10% |
| COc1ccc(C2CC(=O)c3cnc(N4CCc5ccccc54)nc3C2)cc1OC (stereo unspecified) | -1% | 15% | i | . | -0.9% | . | . | -2% | 5% |
| COc1ccc(CCNC(=O)CCN2C(=O)C(C)Oc3ccc(C)cc32)cc1OC (stereo unspecified) | -1% | -8% | i | -5.9% | 0.5% | -0.2% | -4% | 5% | 3% |
| O=C(O)C1CC(c2cccc(Br)c2)=NO1 (stereo unspecified) | 11% | 2% | i | -5.1% | -0.1% | . | -7% | 1% | 13% |
| Cc1ccccc1OCC(=O)Nc1ccc(N2CCN(C(=O)C(C)C)CC2)c(Cl)c1 | 11% | -4% | i | -5.1% | ? | 2.8% | -1% | -1% | 12% |
| CCC(C)(C)NC(=S)Nc1ccccc1C | -3% | 1% | i | -6.1% | -2.1% | . | -10% | -6% | -2% |
| O=C(Cn1cnc2c(nnn2-c2cccc(Cl)c2)c1=O)N1CCCC1 | 7% | 3% | i | -2.7% | 0.3% | 0.4% | 4% | 3% | 1% |
| O=C(NCc1cccnc1)C(=O)Nc1nc(C23CC4CC(CC(C4)C2)C3)cs1 | -1% | -5% | i | . | 1.1% | . | . | 1% | -2% |
| CCc1c(C)nc2ncnn2c1N1CCCC(C(=O)NCCc2ccc(OC)cc2)C1 (stereo unspecified) | 12% | 1% | i | -4.6% | -0.5% | -0.3% | 9% | 0% | -3% |
| NC(=S)Nc1ccc(C(F)(F)F)cc1Cl | 3% | 2% | i | . | 0.6% | . | . | 7% | -7% |
| Cc1ccc(C=C2C(=O)c3ccccc3C2=O)o1 | 4% | 13% | i | -3.4% | 1.2% | -1.2% | -16% | 12% | -5% |
| COCC(=O)Nc1cc(C(=O)Nc2ccccc2)ccc1Cl | -7% | -3% | i | -1.0% | 0.5% | -1.2% | 4% | 1% | 7% |
| Cc1ccc2nc(C)c3c(c2c1)COC3 | 2% | -3% | i | -3.5% | 0.5% | -0.4% | -5% | 5% | 16% |
| S=C(NCc1cccs1)Nc1cc(Cl)cc(Cl)c1 | 7% | 1% | i | . | -1.8% | . | . | 2% | -7% |
| Cc1cccc(C)c1Nc1nnc(SCc2cn3cccc(C)c3n2)s1 | 17% | 15% | i | -5.1% | -2.2% | -0.6% | 7% | 3% | -3% |
| Cc1ccccc1N=C/C=C1/C=C(c2ccccc2)OC(C)(C)O1 | 26% | 4% | i | -4.0% | 0.8% | -4.5% | 14% | -4% | 5% |
| Nc1nc(CSCCO)nc(Nc2ccccc2)n1 | -6% | -1% | i | -0.2% | 0.1% | -2.1% | 12% | -3% | 7% |
| Cc1ccc(O)c(C(=O)c2cc(C#N)c(=O)n(-c3c(C)n(C)n(-c4ccccc4)c3=O)c2)c1 | 9% | -3% | i | -2.3% | -0.1% | -1.1% | 0% | 6% | -3% |
| Cc1ccc(-c2noc(C3CCN(S(C)(=O)=O)CC3)n2)o1 | 0% | 0% | i | -3.3% | -0.3% | -2.1% | 12% | 6% | -5% |
| Cc1ccccc1NC(=O)CC(O)(C(F)(F)F)C(F)(F)F | 9% | -2% | i | -3.2% | -0.4% | 3.6% | -6% | 2% | -4% |
| CC1CC(C)CN(C(=O)C(Cc2ccccc2)n2cccc2)C1 (stereo unspecified) | 26% | -1% | i | . | -0.3% | . | . | 2% | -2% |
| O=c1c2ccccc2nc2c3ccccc3c(NCc3ccccn3)nn12 | 0% | 5% | i | 1.4% | -0.6% | -1.3% | 3% | 4% | -13% |
| CC1CCN(C(=O)c2[nH]cnc2C(=O)N[C@@H](CCCCNC(=O)OC(C)(C)C)C(=O)OC(C)(C)C)CC1 | -14% | 2% | i | . | 0.5% | . | . | -4% | -6% |
| N#CC1=C(N)Nc2ncnn2C1c1ccccc1 (stereo unspecified) | 7% | 3% | i | -6.8% | -0.4% | 2.0% | 5% | 16% | -1% |
| CCCOc1ccc([C@@H]2C3CN(C(=O)OCC)CC=C3C(C#N)=C(N)C2(C#N)C#N)cc1OC (stereo partly specified) | 2% | 5% | i | -1.9% | -0.3% | -1.3% | -20% | 6% | -7% |
| CCN(CC(=O)NC)S(=O)(=O)c1ccc(C)cc1 | 4% | 12% | i | -3.5% | -0.1% | -2.0% | 7% | -4% | -6% |
| O=P(Cc1cccc[n+]1[O-])(c1ccccc1)c1ccccc1 | -15% | -1% | i | -7.4% | 0.7% | -2.1% | -8% | -8% | -4% |
| C/C(=C\C(=O)c1ccc(C)o1)Nc1ccc2c(c1)OCO2 | -14% | 9% | i | -7.0% | 0.3% | -3.0% | 11% | -1% | 5% |
| COC(=O)CCCC1=CC2=C(c3ccccc3)C(=O)C(C)(OC(=O)C3CCCC3)C(=O)C2=CN1c1ccccc1 (stereo unspecified) | 3% | 4% | i | . | 0.0% | . | . | 2% | -1% |
| O=C(O)CC1C(=O)OCN1C(=O)OCc1ccccc1 (stereo unspecified) | -3% | 5% | i | -3.2% | -1.2% | -0.6% | -2% | 2% | -2% |
| COc1ccc(S(=O)(=O)Nc2cccc(C(C)=O)c2)cc1Br | 6% | -15% | i | -6.9% | -1.4% | -1.9% | 6% | 2% | 0% |
| COC(=O)CCP(=O)(O)Cc1ccccc1CP(=O)(O)CCC(=O)OC | -1% | 26%* | i | -6.5% | 1.1% | -1.8% | 10% | 0% | -8% |
| O=C(NCCO)/C(=C/c1cccc([N+](=O)[O-])c1)NC(=O)c1ccco1 | 2% | -1% | i | -7.9% | -0.9% | -0.4% | 13% | 0% | 9% |
| CSC1=N/C(=C\c2ccccc2C)C(=O)S1 | 15% | 9% | i | -10% | 0.1% | -1.3% | -13% | 0% | -11% |
| O=C(N=Nc1c(O)[nH]c2ccccc12)c1cccc(S(=O)(=O)Nc2ccccc2Cl)c1 | 9% | 13% | i | -5.7% | 0.0% | -0.9% | 12% | 0% | -8% |
| CC(C)C(=O)Nc1ccc(S(=O)(=O)Nc2nccc(/C=C/c3ccccc3)n2)cc1 | 1% | 19% | i | -2.6% | 0.3% | -0.5% | -6% | 8% | 0% |
| O=C(CCl)N=c1sccn1Cc1cccc2ccccc12 | 7% | -4% | i | -2.4% | -1.8% | -3.4% | -22% | 1% | 2% |
| Cn1c(SCc2cccc3ccccc23)nnc1-c1ccco1 | 5% | 4% | i | -4.7% | -0.5% | . | 12% | -3% | -2% |
| COC(=O)C1=C(C)N(c2cccc(Cl)c2)C(=O)C1 | 13% | 6% | i | -2.4% | -0.7% | . | -2% | 1% | 7% |
| O=c1c2ccccc2c(/C=N/c2n[nH]c(CCCO)n2)c(O)n1-c1ccccc1Cl | 4% | 7% | i | -3.4% | 0.5% | 0.9% | 14% | -3% | 1% |
| CCOc1ncccc1C(=O)NCC1COc2ccccc2O1 (stereo unspecified) | 13% | 1% | i | -5.1% | 1.0% | 2.9% | -6% | -3% | -11% |
| O=C(C1CC1)N1N=C(c2ccncc2)CC1(O)C(F)(F)F (stereo unspecified) | 7% | 4% | i | -5.6% | -0.1% | 1.1% | -2% | 1% | 7% |
| COC(=O)c1cc2n3ccccc3c(C)c(-c3ccccc3)c-2c1C(=O)OC | -6% | 7% | i | 72%* | 0.0% | 4.6% | -2% | 9% | -6% |
| c1ccc2c(c1)CC1(CCCCC1)n1nnnc1-2 | -13% | 1% | i | -5.6% | -0.5% | 0.0% | 8% | 2% | 2% |
| Cc1ccc(-n2ncc3c(=O)n(CC(=O)NC4CCCCC4)cnc32)cc1 | -2% | -2% | i | -3.7% | 1.0% | -1.6% | 3% | 2% | -7% |
